# Assay outcomes deposited in PubChem by several laboratories.
# MT1-MMP act inh: blockers of MT1-MMP proenzyme processing, primary screen, HT1080 RFP-PRO-GFP cells, GFP/RFP fluorescence. GFP/RFP ratio fluorescence, overnight; percent of plate control window, DMSO zero. GFP/RFP ratio change, % at 20 µM. Matrix metalloproteinase-14 (Homo sapiens), P50281. 0.061% of 360,000 active;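 active = GFP/RFP ratio change of at least 30% with cell ATP level not reduced by more than half and red fluorescence within 50% of control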; also: strong numbers were not always called active
#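 Assay system: HT1080 RFP-PRO-GFP cells. Benchmarks: DMSO vehicle wells and RFP-L50D-GFP reporter cell wells. Times: overnight cell settling, then overnight compound exposure, 37 °C, 5% CO2. Compound: 20 µM single dose, 1% DMSO. Read-out basis: GFP/RFP fluorescence ratio.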
# NRP1-CendR mod: modulators of CendR peptide binding to NRP-1, primary screen, biochemical, fluorescence polarization, uHTS. Neuropilin-1 (Homo sapiens), O14786. FAM-RPARPAR peptide binding to NRP-1. inhibition, % at 25 µM. 0.85% of 360,000 active. AID 602438, 2012;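 active = inhibition or corrected inhibition above about 18%, plus a signal ratio from 0.5 to 1.5, limit read from the data, passing the limit was not always enough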; also: strong numbers were not always called active
# eLon inh: inhibitors of E. coli Lon protease, primary screen, biochemical, fluorescence polarization; P0A9M0; purified E. coli Lon protease; inhibition, % at 7.94 µM; 0.42% of 360,000 active; in the data active = inhibition above about 13%, passing the limit was not always enough;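 also: 0% = enzyme with probe and DMSO and 100% = no enzyme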
# SKN-1 inh: suppressors of acrylamide-induced Pgst-4::GFP reporter in worms, primary screen, SKN-1 inhibitor project, whole organism, uHTS, GFP/RFP fluorescence ratio, strain VP596 | 0.49% of 360,000 active | inhibition, % at 21.8 µM | C. elegans VP596 Pgst-4::GFP/RFP ratio, 24 h;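 active = interference check ratio from 0.5 to 1.5 plus GFP to RFP signal ratio inhibition reaching or exceeding a fixed threshold, cut at about 30% in these data, passing the limit was not always enough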; also: some compounds called inactive have numbers as strong as hits
# MsrA act: bovine MsrA enzyme activators, primary screen, biochemical, absorbance, HTS; Methionine sulfoxide reductase A (Bos taurus); 0.3% of 360,000 active; purified bovine MsrA, absorbance read-out; AID 602163, 2012; activation, % at 10.6 µM; in the data active = activation above about 7.5%;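 also: 0% = vehicle and 100% = reference activator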
# FAS-TE inh: FAS thioesterase domain inhibitors, primary screen, biochemical, fluorescence intensity, uHTS; Fatty acid synthase (Homo sapiens), P49327; recombinant FAS-TE, OMFH fluorogenic substrate, fluorescence endpoint; inhibition, % at 15 µM; 0.67% of 360,000 active; AID 602261, 2012;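 active = compounds whose normalised, plate-corrected inhibition of enzyme fluorescence in the single-dose primary screen is 50% or more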;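 also: 0% = DMSO with enzyme and 100% = substrate without enzyme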
# Rin1-Abl PPI inh: inhibitors of Rin1-Abl protein binding, primary screen, biochemical, TR-FRET. AID 588664, 2011. Tyrosine-protein kinase ABL1 (Homo sapiens) + Ras and Rab interactor 1 (Homo sapiens), …. 0.4% of 360,000 active. inhibition, % at 7.35 µM; in the data active = inhibition above about 5%, passing the limit was not always enough
# Neddyl block: inhibitors of cullin neddylation, primary screen, biochemical, TR-FRET, uHTS, NAE and Ubc12; NEDD8-conjugating enzyme Ubc12 (Homo sapiens) + NEDD8-activating enzyme E1 regulatory …; calls only at 25 µM; 0.58% of 360,000 active; in the data active = inhibition above about 36%
# PABP1 MLLE inh: inhibitors of PABP1 MLLE–PAM2 peptide binding, primary screen, biochemical, fluorescence polarization, FITC-PAM2, GST-MLLE. Polyadenylate-binding protein 1 (Homo sapiens), P11940. 0.36% of 360,000 active. AID 588489, 2011. inhibition, % at 20 µM; in the data active = inhibition above about 35%, passing the limit was not always enough;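 also: plate controls were DMSO wells with GST-MLLE for no effect and wells lacking GST-MLLE protein for full effect; some results filed as inactive read as strong as hits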
# Numbers without * were called inactive; i = inactive; · = not tested or not shown.
SMILES	FAS-TE inh	Rin1-Abl PPI inh	Neddyl block	PABP1 MLLE inh	NRP1-CendR mod	SKN-1 inh	MT1-MMP act inh	MsrA act	eLon inh
CCC(=O)N1CCCC1(C)C(=O)NCc1ccc(SC)cc1 (centres undefined)	-7	-3	i	-3	5	7	-3	-3	-1
CCOC(=O)C1CCCN(C(=O)CC(C)c2ccccc2)C1 (centres undefined)	-5	2	i	-11	1	7	0	2	-3
CC(=O)c1ccc(OCC(=O)NCCC2=CCCCC2)cc1	1	-1	i	-57	5	0	3	-10	17
COc1ccc(C(=O)CSc2nnc(CNC(=O)c3ccccc3F)n2C)cc1OC	-4	1	i	8	-6	1	1	-1	-3
O=C(CN1CCN(Cc2ccccc2F)CC1)Nc1ccccc1Cl	1	-1	i	-6	-1	-16	1	-1	-5
NS(=O)(=O)c1ccc(CCNC(=O)C2CCCN2C(=O)OCc2ccccc2)cc1 (centres undefined)	-3	0	i	-3	0	9	11	-7	-9
CCCc1c(C)nc(N2CCN(c3ccccc3F)CC2)[nH]c1=O	-1	2	i	2	16	10	2	-6	-3
O=C(c1ccccc1)N1CCN(C(=O)c2nn3c(C(F)(F)F)cc(-c4ccco4)nc3c2Cl)CC1	-3	0	i	11	-4	-4	1	-1	-3
COC(=O)c1ccc(S(=O)(=O)N2CCCN(Cc3ccccc3)CC2)n1C	0	-2	i	4	9	-11	-1	-1	2
Nc1nc(-c2ccc(Cl)cc2Cl)cn1N	-16	1	i	-17	-1	-12	-4	-5	0
O=C(Nc1cccc(Cl)c1)N(CCN1CCOCC1)Cc1cccc(Cl)c1	27	3	i	1	5	14	0	-2	-14
O=C(C1CCN(S(=O)(=O)c2cccc3nsnc23)CC1)N1CCCCC1	-2	0	i	-9	-1	4	0	-3	5
CC(C)OCCCNC(=O)Cn1ccc2cc(S(=O)(=O)N3CCCCC3)ccc21	-3	2	i	1	4	10	2	-2	-3
CC1CCCC(NC(=O)CN(C)CC(=O)Nc2cccc(F)c2)C1C (centres undefined)	1	-3	i	-42	-12	4	2	-1	8
Cc1nn(-c2ccccc2)c(-c2ccccc2)c1C(=O)O	-5	-3	i	-3	-4	-8	1	-2	-7
C/C(=N/NC(=O)CC1N=C(Cc2ccccc2)NNC1=O)c1cccnc1 (centres undefined)	-4	6	i	0	-5	3	-3	0	-1
O=C(Oc1ccccc1)c1cccnc1Oc1ccccc1	11	4	i	-1	15	-14	-2	-2	4
O=C(c1c(F)cccc1F)N1CCN(c2cccc(C(F)(F)F)c2)CC1	5	0	i	5	12	-11	-5	-1	-1
CC(=O)NC1C(=O)N(CCN2CCOCC2)c2ccc(Cl)cc21 (centres undefined)	-7	-1	i	2	-31	-4	-1	-5	10
CCC(=Nc1ccccc1OC)C1=C(O)CC(c2ccccc2)CC1=O (centres undefined)	4	1	i	7	7	3	0	-3	-1
O=C(NCc1ccco1)C1CCCN(S(=O)(=O)c2ccc(Cl)cc2)C1 (centres undefined)	-2	1	i	1	-12	-6	-6	-5	1
CCN(C(=O)CCCC(=O)N(CC)c1ccccc1)c1ccccc1	-8	2	i	-11	3	4	0	-3	1
CC(C)(C)C(=O)NC(=S)Nc1ccccc1C(N)=O	-10	-1	i	38	3	-3	0	-3	7
C/C=C/COC(=O)c1[nH]c2c(c1C)C(=O)CC(c1ccco1)C2 (centres undefined)	6	-1	i	-9	-16	9	3	-3	-4
CCOC(=O)Cc1csc(SCC(=O)N2CCN(c3ccc(OC)cc3)CC2)n1	-10	0	i	18	-16	-9	-14	5	-13
Cc1nn(C)c(Oc2ccc(Cl)cc2)c1C(=O)O	-4	2	i	-11	2	-8	-9	-3	-8
CCOC(=O)c1cnc2c(c(C)nn2C)c1Oc1ccccc1F	6	-1	i	3	-6	-6	-3	-4	2
O=C(NCc1ccc(F)cc1)c1ccc(Br)o1	-7	2	i	9	4	-8	-1	-6	-6
CN(c1ccccc1)S(=O)(=O)c1cccc(C(=O)OCC(=O)Nc2ccc(C(N)=O)cc2)c1	-1	-2	i	2	7	-3	3	-2	-4
COc1ccc(C)cc1NC(=O)CSc1nnc(-c2ccc(OC)c(OC)c2)n1N	-6	-1	i	5	10	7	8	-2	-7
Cc1noc(C)c1CN1C(=O)c2ccccc2C1=O	-1	3	i	-10	12	8	-1	-3	8
COc1ccc(-c2nnc(SC(C)C(=O)Nc3nccs3)n2-c2ccccc2)cc1OC (centres undefined)	-2	-1	i	-18	-2	-6	-2	1	13
Cc1ccc(C2OC34CCCCCC3C(C#N)(C(=N)O4)C2(C#N)C#N)cc1 (centres undefined)	6	-2	·	2	-2	13	-4	-8	16
Cc1ccc(C)c(C(=O)COC(=O)CCCC(=O)Nc2cc(C(F)(F)F)ccc2Cl)c1	41	-3	i	3	-11	0	5	-2	-9
Cc1cccc(Nc2nc(NCCCN3CCOCC3)nc(N)c2[N+](=O)[O-])c1	6	-6	i	-8	-2	-1	-7	-4	2
COc1cccc(OC)c1C(=O)Nn1c(-c2cccc(C)c2)nc2ccccc2c1=O	1	4	i	7	0	10	-5	-5	-7
Cc1cc(Cl)nc(-c2ccccc2O)n1	6	1	i	0	4	-6	0	-6	-6
O=C(NCCCN1CCOCC1)c1ccc2c(c1)N(Cc1cccc(Cl)c1)C(=O)c1ccccc1S2=O (centres undefined)	0	-1	i	-6	2	6	0	-2	-3
Cc1cccc(OCCCSc2nc3ccccc3[nH]2)c1	6	-2	i	20	8	-13	8	0	3
O=C(c1cccc(S(=O)(=O)N2CCc3ccccc32)c1)N1CCN(c2ccccc2)CC1	20	-2	i	-1	-8	5	-1	-8	3
O=C(Nc1nc(-c2ccccc2)cs1)c1ccc(N2CCOCC2)c([N+](=O)[O-])c1	36	0	i	-2	-13	-3	-15	-7	-8
OC(c1ccccc1)(c1nc(-c2ccc3c(c2)OCO3)cs1)C(F)(F)F (centres undefined)	34	-2	i	15	-1	-4	0	-6	-2
O=C(C(=O)N1CCCc2ccccc21)c1c[nH]c2ccccc12	-10	0	i	-8	-15	5	5	-2	5
Cc1cccc(OCC(=O)NCc2ccc(F)cc2)c1	-2	1	i	6	-4	9	1	-8	-2
Cc1ccc(OCCCN2CCOCC2)c([N+](=O)[O-])c1	-8	0	i	-10	-1	-4	5	1	-2
Cc1nn(-c2ccccc2)nc1C(=O)Nc1ccc2c(c1)OCCO2	18	1	i	-5	5	8	-1	-2	-6
Cc1ccc(NC(=O)CC2OC(=O)c3ccccc32)cc1S(=O)(=O)N1CCCCCC1 (centres undefined)	13	2	i	14	-21	2	0	-4	-17
O=C(Cc1cccc2ccccc12)N/N=C1\CCCc2ccccc21	2	0	i	0	4	7	2	0	-2
CNc1cc(CSC)nc(SCc2ccc(Cl)cc2Cl)n1	42	1	i	3	-4	21	-1	-3	5
CCCc1ncc(C(O)(c2ccccc2)c2ccccc2)n1C	-2	3	i	5	-13	0	-1	0	0
O=C(CSc1n[nH]c(-c2ccccc2F)n1)NCC(=O)Nc1ccc(F)c(F)c1F	-9	2	i	-22	1	5	3	-13	0
CCCn1c(SCc2ccc(C(=O)OC)o2)nc2ccccc2c1=O	24	3	i	-6	2	6	-1	-2	3
CC(C)CC(CO)N1CCN(C(=O)c2ccc(Cl)cc2)CCC1=O (centres undefined)	-10	-1	i	8	-2	15	-3	-2	6
O=C(O)CNS(=O)(=O)c1cccc(Cl)c1	-7	-1	i	0	12	-3	-4	-6	6
CCOC(=O)Cn1ncc2c3ccccc3n(CC(=O)OCC)c2c1=O	-4	-2	i	-3	8	-18	·	-11	-4
Cc1cc(OCC(=O)N(Cc2ccco2)C2CCS(=O)(=O)C2)cc(C)c1Cl (centres undefined)	10	-1	i	4	8	1	-3	0	7
CSc1ccccc1NC(=O)CCn1c(=O)sc2ccccc21	-2	-1	i	11	6	-12	4	-2	-1
CCOc1ccc(NC(=O)CN(C)C(=O)c2ccc(C3SCCS3)cc2)cc1OCC	2	-5	i	-16	1	29	0	-1	12
COc1ccccc1N1CCN(C(CNC(=O)c2ccco2)c2cccnc2)CC1 (centres undefined)	-6	2	i	2	-11	-2	-1	0	-7
CS(=O)(=O)c1ccc(Nc2nc(C(N)Cc3ccc(C(F)(F)F)cc3)cs2)cc1 (centres undefined)	-1	-4	i	-6	2	13	-10	-1	2

# A different layout for some results above.
# Every second line gives: FAS-TE inh, Rin1-Abl PPI inh, Neddyl block, PABP1 MLLE inh, NRP1-CendR mod, SKN-1 inh, MT1-MMP act inh, MsrA act, eLon inh
CCOc1ccc(NC(=O)CN(C)C(=O)c2ccc(C3SCCS3)cc2)cc1OCC
    2, -5, i, -16, 1, 29, 0, -1, 12
COc1ccccc1N1CCN(C(CNC(=O)c2ccco2)c2cccnc2)CC1 (centres undefined)
    -6, 2, i, 2, -11, -2, -1, 0, -7

# (next part)
SMILES	FAS-TE inh	Rin1-Abl PPI inh	Neddyl block	PABP1 MLLE inh	NRP1-CendR mod	SKN-1 inh	MT1-MMP act inh	MsrA act	eLon inh
O=C(Nc1ccc(-c2cn3ccccc3n2)cc1)c1ccco1	-4	-3	i	7	6	10	5	-7	-2
CSc1nc2ccccc2n1Cc1c(Cl)cccc1Cl	11	1	i	-38	1	-8	-2	-12	-4
COC(=O)c1cc(Cl)c(NC(=O)c2cc(OC)c(OC)c(OC)c2)cc1OC	-6	1	i	6	-3	14	2	-1	-9
Nc1c(C(=O)NCC2CCCO2)c2nc3ccccc3nc2n1/N=C/c1ccncc1 (centres undefined)	0	-1	i	8	-6	4	0	-3	0
COc1ccc(/C=N/NC(=O)Cc2cccs2)cc1	-2	-1	i	-2	5	2	2	-3	-8
COc1ccc(CN(C)S(=O)(=O)c2nnc(NC(=O)c3cccc(F)c3)s2)cc1	8	0	i	-9	4	-9	1	0	1
Cc1ccc(C(=O)NC2CCN(C(=O)Nc3ccccc3Cl)CC2)cc1	0	-1	i	-20	-9	-1	2	-1	0
Clc1ccc(OCc2nnc(SCc3nc4ccccc4[nH]3)n2Cc2ccco2)cc1	6	4	i	-138	-30	-6	-4	-8	-17
Cc1ccc(C)c(CN2CCC(CNC(=O)CCc3nnc4ccc(N5CCC(C)CC5)nn34)CC2)c1	-2	4	i	-7	-1	-13	-5	-8	-2
O=[N+]([O-])c1ccccc1/C=N\N1CCN(Cc2ccccc2Cl)CC1	32	-1	i	6	7	-4	5	-2	1
c1ccc(-c2cn(CC3CCCCC3)nn2)cc1	4	2	i	-1	4	19	3	-2	-4
CCC(=O)Nc1ccc(-c2ccc(N3CCCCC3)nn2)cc1	-4	-4	i	-8	1	13	5	-3	-5
Cc1nnc(SCC(=O)Nc2nc(-c3ccccc3)cs2)n1N	-8	0	i	-55	-8	3	1	-2	4
CCc1ccc(-c2cc(C(=O)NN3CCOCC3)c3ccccc3n2)cc1	-8	1	i	0	0	15	6	-5	3
